Screening data as filed in PubChem.
KCNQ2 block: KCNQ2 potassium channel inhibitors, primary screen, cell-based, CHO-K1, FluxOR thallium flux, B-score (AID 2156); actives 1.1% (n = 310,000); 20 min; active compounds read low; B-score at 10 µM; Potassium voltage-gated channel subfamily KQT member 2 (Rattus norvegicus), O88943;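 active means fluorescence ratio B-score at most minus 3 library SDs, with starting brightness B-score within 2 library SDs, cut at about -5.5 in these data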
Target sequence (O88943 whole entry, looked up): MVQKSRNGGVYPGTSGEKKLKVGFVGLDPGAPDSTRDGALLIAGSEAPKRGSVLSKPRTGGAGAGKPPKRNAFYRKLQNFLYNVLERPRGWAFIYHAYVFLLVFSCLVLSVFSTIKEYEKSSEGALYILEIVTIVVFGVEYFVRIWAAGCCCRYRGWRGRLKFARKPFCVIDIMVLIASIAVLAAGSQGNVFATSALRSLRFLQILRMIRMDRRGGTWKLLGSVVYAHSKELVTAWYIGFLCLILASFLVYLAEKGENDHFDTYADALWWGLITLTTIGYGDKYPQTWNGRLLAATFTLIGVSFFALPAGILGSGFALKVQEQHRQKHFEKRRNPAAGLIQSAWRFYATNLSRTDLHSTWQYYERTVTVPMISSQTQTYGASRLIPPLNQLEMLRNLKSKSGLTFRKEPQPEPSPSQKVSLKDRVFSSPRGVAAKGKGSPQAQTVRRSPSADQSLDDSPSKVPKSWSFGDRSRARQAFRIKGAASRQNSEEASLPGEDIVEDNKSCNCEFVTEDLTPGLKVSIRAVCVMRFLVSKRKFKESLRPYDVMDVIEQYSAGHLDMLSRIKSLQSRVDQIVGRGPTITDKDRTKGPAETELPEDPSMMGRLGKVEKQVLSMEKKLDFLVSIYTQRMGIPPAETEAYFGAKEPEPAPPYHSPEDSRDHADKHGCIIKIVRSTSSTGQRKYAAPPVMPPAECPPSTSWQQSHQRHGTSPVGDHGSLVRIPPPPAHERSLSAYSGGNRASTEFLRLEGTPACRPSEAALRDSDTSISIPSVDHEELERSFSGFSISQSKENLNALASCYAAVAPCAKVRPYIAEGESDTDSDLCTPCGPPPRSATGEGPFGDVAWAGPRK
OX1R antag: antagonists of human orexin 1 receptor (OX1R). AID 485270, 2010. inhibition, % at 6.6 µM. OX1R-expressing cells, FRET antagonist read-out. actives 1.8% (n = 330,000); in the data active means inhibition mostly above about 38%, no sharp cut-off; inactive means mostly below about 40%;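 further: 0% = agonist challenge alone and 100% = reference antagonist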
STK33 inh: inhibitors of purified STK33 kinase, primary screen, biochemical, ADP-Glo luminescence, homogeneous, cell-free; actives 0.073% (n = 320,000); inhibition, % at 10 µM; Serine/threonine-protein kinase 33 (Homo sapiens), Q9BYT3; MBP phosphorylation;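 active means inhibition at or above 25%, using the most active replicate where run in duplicate; inactive means inhibition below 25%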
Active calls of the source: *; i = inactive; x = not tested or not shown. No enrichment for hits; about 2.7% have a hit in one of these screens.

KCNQ2 block,OX1R antag,STK33 inh,compound
i,18,-1.8,Cc1ccc(C(=O)C=CNNC(=O)c2ccccc2)cc1
i,7,-5.2,O=C(CNC(=O)c1cccs1)NCC(=O)OCc1ccccc1Br
i,6,-0.8,O=C(NCCN1C(=O)S/C(=C\c2ccc(Cl)c(Cl)c2)C1=O)c1cnccn1
i,25,-0.9,CC(C)(C)C(=O)COC(=O)c1ccc(O)cc1
i,21,-0.9,CC(C)(C)OC(=O)CNC(=O)c1nc[nH]c1C(=O)NCc1ccccc1
i,21,-2.3,Cc1nc2ccc(NC(=O)Cc3cccc(F)c3)cc2s1
i,6,0.4,CCN(CC)CCSc1nnc2c3ccccc3n(CCc3ccccc3)c2n1
i,2,-0.2,Cn1nccc1NC(=O)c1nccnc1C(=O)O
x,2,-0.9,O=C(CSc1cccc(C(F)(F)F)c1)Nc1ccc(N2CCOCC2)cc1
i,27,-0.6,c1ccc(Cn2nnc3c(N4CCC5(CC4)OCCO5)ncnc32)cc1
i,60*,-2.7,COc1ccccc1N(CC(=O)NCCSCc1ccc(C)cc1)S(=O)(=O)c1ccccc1
i,3,0.8,O=C(CCC1CCCCC1)NNC(=O)NC12CC3CC(CC(C3)C1)C2
i,47,1.1,CCOC(=O)CC(=O)CSc1nc(-c2ccccc2)cc(-c2ccccc2)c1C#N
i,14,-0.9,CC(=O)Oc1ccc(C(=O)O)c(OC(C)=O)c1
i,65*,-1.6,CC[n+]1c(/C=C/c2ccc(OC)c(OC)c2)ccc2ccccc21
i,-4,-0.9,CNC(=O)OC(C)CNS(=O)(=O)c1ccc(C)cc1 (stereo not given)
i,7,-0.9,COCCNC(=O)/C(C#N)=C/c1cccc(NC(=O)c2ccccc2Cl)c1
i,102*,0.3,CC(=O)Nc1ccc2c(c1)C(=O)c1ccccc1C2=O
i,10,0.5,COCCCNC(=O)C(=O)Nc1cc2c3c(c1)CCN3C(=O)CC2
i,9,0.8,O=C(C[n+]1cc(-c2ccc(Cl)c(Cl)c2)n2c1CCC2)N1c2ccccc2Sc2ccccc21
i,10,-1.3,COC(=O)c1c(NC(=O)COC(=O)c2ccc(O)cc2)sc2c1CCCCC2
i,-1,-1.5,CC1CCN(CCNC(=O)c2ccc(NC(=O)C3CCCO3)cc2)CC1 (stereo not given)
i,5,-0.5,CC(C)(C)c1ccc(OCCC(=O)OCC(=O)Nc2ccc(N3CCOCC3)cc2)cc1
x,10,-0.1,NC(=O)c1nn(CC(=O)Nc2cccc(S(=O)(=O)N3CCCC3)c2)c(=O)c2ccccc12
i,12,-0.6,O=C(CSc1nc2ccccc2o1)NC(=O)NCc1ccco1
i,34,-2.8,Cc1nc(NN)nc(NCc2ccccc2)n1
i,18,-3.1,O=C(COC(=O)c1cc(S(=O)(=O)N2CCCCC2)ccc1N1CCOCC1)c1ccc(Cl)cc1
i,6,1.3,O=C(CN1CCC(C(=O)c2ccc3c(c2)OCCO3)CC1)NC1CCCC1
x,-1,3.8,CN(C)c1ccc(/C=N/NC(=O)c2ccc(-n3cnnn3)cc2)cc1
i,5,-0.3,CCOC(=O)C1=C(C)N(C)C(=O)C1CC(=O)O (stereo not given)
i,15,-1.7,COC(CNC(=O)Cn1ncc2ccsc2c1=O)OC
i,17,-1.2,CCCC(C)C(=O)N(Cc1ccccc1)c1ccccn1 (stereo not given)
i,5,-1.0,COc1ccc(-c2nnc(SCCC(=O)O)n2C)cc1OC
i,26,-0.5,O=C(Nc1ccc2c(c1)N(Cc1ccccc1)C(=O)c1ccccc1S2)NC1CC1
i,17,0.4,CC(=O)Nc1cccc(NC(=O)COc2ccc3c(c2)OCO3)c1
i,14,-1.7,O=C(NCCO)C(=O)Nc1cc2c3c(c1)CCC(=O)N3CCC2
i,16,0.6,CC(CCc1ccccc1)NC(=O)CCC(=O)N1CCC(C(N)=O)CC1 (stereo not given)
i,2,-0.4,Cc1ccc(C(=O)COC(=O)CCc2ccc(S(=O)(=O)N3CCCCC3)cc2)cc1
i,14,0.3,Cc1cccc(C)c1NC(=O)CSc1nnc(NC(=O)CN2CCOCC2)s1
i,12,-0.9,COc1cccc(CN2CC(C(=O)NCCN3CCOC3=O)CCC2=O)c1 (stereo not given)
i,27,x,CC(=N/O)/C(C)=N\NC(=O)c1ccccn1
i,13,-1.5,Cc1ccccc1OCc1csc(N)n1
i,53*,-0.8,COc1cccc(N2C(=O)C(c3ccccc3)=C(c3nc4ccccc4s3)C2NC(C)=O)c1 (stereo not given)
i,17,-0.4,Cn1cc(/C=C(\C(=O)O)C(C(=O)O)=C2CCCCC2)c2ccccc21
i,35,-1.1,O=C(N/N=C/c1ccccc1O)C(=O)Nc1ccccn1
i,1,-0.2,CSc1ccc(CNCCN2CCOCC2)cc1
i,15,0.3,COc1ccc(S(=O)(=O)N2CCN(C(=O)C3CCCCC3)CC2)cc1
i,18,-0.8,C=CCN(CC=C)C(=O)CN1C(=O)c2ccccc2C1=O
x,24,-1.9,COc1ccccc1NC(=O)C(C)Sc1nc(-c2ccccc2)cn1N (stereo not given)
i,3,-0.4,CCCCn1nnnc1NCc1ccc(OC)c(OC)c1
i,19,-3.5,O=C(O)CCc1ccc(-c2cccs2)o1
i,11,0.6,COc1ccc(/C=C/C(=O)NCC(c2ccc(F)cc2)N2CCOCC2)cc1OC (stereo not given)
i,27,1.2,O=C(CCOc1ccccc1)Nc1ccnn1C1CCN(Cc2ccc(CO)o2)CC1
i,32,1.5,c1ccc(CSc2nnnn2-c2cccc3ccccc23)nc1
i,4,-0.7,CCC(C)NC(=O)NCc1ccccc1F (stereo not given)
i,11,x,O=C(CCC(=O)Nc1ccccc1Cl)NNC(=O)c1ccccc1[N+](=O)[O-]
i,37,-2.5,O=C(c1cc(-c2ccc(Br)cc2)on1)N1CCc2ccccc2C1
i,9,-0.2,Cc1cc(C)n2nc(SCC3COc4ccccc4O3)nc2n1 (stereo not given)
i,14,0.2,N=c1sccn1CC(=O)Nc1cc(Cl)ccc1Oc1ccccc1
i,15,1.1,COc1cc(/C=C2\C(=N)N3N=C(S(=O)(=O)CC(C)C)SC3=NC2=O)ccc1OC(=O)c1ccco1

Next part, overlapping the part above by six compounds.
KCNQ2 block,OX1R antag,STK33 inh,compound
i,4,-0.7,CCC(C)NC(=O)NCc1ccccc1F (stereo not given)
i,11,x,O=C(CCC(=O)Nc1ccccc1Cl)NNC(=O)c1ccccc1[N+](=O)[O-]
i,37,-2.5,O=C(c1cc(-c2ccc(Br)cc2)on1)N1CCc2ccccc2C1
i,9,-0.2,Cc1cc(C)n2nc(SCC3COc4ccccc4O3)nc2n1 (stereo not given)
i,14,0.2,N=c1sccn1CC(=O)Nc1cc(Cl)ccc1Oc1ccccc1
i,15,1.1,COc1cc(/C=C2\C(=N)N3N=C(S(=O)(=O)CC(C)C)SC3=NC2=O)ccc1OC(=O)c1ccco1
i,12,-0.6,CC1CCN(c2ccc3nnc(CCC(=O)Nc4cc(F)ccc4F)n3n2)CC1
i,-4,0.6,Cc1sc(NC(=O)C2CCCO2)c(C(N)=O)c1C (stereo not given)
i,19,3.3,COc1cc(/C=C2/C(=N)N3C(=NC2=O)SN=C3S(C)(=O)=O)ccc1OS(=O)(=O)c1ccc(C)cc1
i,10,2.2,Cc1ccc(S(=O)(=O)Nc2c(C(=O)O)[nH]c3ccccc23)c(C)c1
i,24,2.1,CCOC(=O)c1[nH]c2ccc(C(=O)OC)cc2c1C(=O)OCC
x,5,2.7,O=C(NNC(=O)C12CC3CC(CC(Br)(C3)C1)C2)c1ccccc1F
i,-6,12,CCCCc1c(O)nc(SCC(=O)N2CCCCC2)[nH]c1=O
i,16,-0.9,COc1ccc(/C=N/NC(=O)c2cccs2)c2ccccc12
x,-2,-0.7,COc1cc(/C=C/C(=O)OCC(=O)Nc2ccc(Cl)cn2)ccc1O
i,8,-3.1,COC(=O)c1c(NC(=O)c2c(OC)cccc2OC)sc2c1C(C(=O)OC)CC2 (stereo not given)
i,7,-1.5,CCOC(=O)CC(NC(=O)c1ccco1)c1ccc(OC)cc1 (stereo not given)
x,7,-0.8,CCN(CC(=O)Nc1cc(Cl)ccc1C)C(=O)c1nc2nc(C)cc(C)n2n1
i,11,-1.3,O=C(NCc1ccc2c(c1)OCO2)C1CCC(CNS(=O)(=O)c2ccccc2)CC1 (stereo not given)
i,8,-0.2,CC(NC(=O)c1ccc(F)cc1)C(c1cccs1)N1CCN(C)CC1 (stereo not given)
i,22,-1.1,Cc1ccc(C)c(C(=O)COC(=O)CCCC(=O)Nc2cc(C(F)(F)F)ccc2Cl)c1

Quoted from the listing:
COc1ccc(/C=N/NC(=O)c2cccs2)c2ccccc12 – STK33 inh: -0.9
CCN(CC(=O)Nc1cc(Cl)ccc1C)C(=O)c1nc2nc(C)cc(C)n2n1 – STK33 inh: -0.8
Cc1ccc(S(=O)(=O)Nc2c(C(=O)O)[nH]c3ccccc23)c(C)c1 – OX1R antag: 10
O=C(NNC(=O)C12CC3CC(CC(Br)(C3)C1)C2)c1ccccc1F – STK33 inh: 2.7
CCOC(=O)CC(NC(=O)c1ccco1)c1ccc(OC)cc1 (stereo not given) – OX1R antag: 7
COC(=O)c1c(NC(=O)c2c(OC)cccc2OC)sc2c1C(C(=O)OC)CC2 (stereo not given) – STK33 inh: -3.1

Going on with the list:
KCNQ2 block,OX1R antag,STK33 inh,compound
x,2,-0.1,CCCCN(C(=O)CSc1c(C)c(C)cc(C)c1C)c1c(N)n(CCC)c(=O)[nH]c1=O
i,9,-1.3,O=C(NC1CCCCCC1)C1CCCN(S(=O)(=O)c2cnc[nH]2)C1 (stereo not given)
i,5,-0.4,C[C@@H]1CN(C2CCN(Cc3nc(CC4CC4)no3)CC2)C[C@H](C)O1
i,5,-0.7,CC(C)(C)c1ccc(-c2nc3[nH]c(=O)cc(NC(=O)c4ccco4)n3n2)cc1
i,52,-1.5,COc1ccc2cc(-c3cc(C(=O)OCC(=O)NC4CCS(=O)(=O)C4)c4ccccc4n3)ccc2c1 (stereo not given)
i,20,-0.4,COc1cccc(OC)c1C(=O)NC(=O)NNc1cc(C(F)(F)F)cc(C)n1
i,19,0.6,CN(Cc1ccccc1F)C(=O)c1ccc2c(=O)n3c(nc2c1)CCC3
i,29,-0.9,Cc1cccc(N2CCN(C(=O)Cc3ccc(-n4c(=O)[nH]c5ccsc5c4=O)cc3)CC2)c1C
i,13,12,Cn1c(N)c(C(=O)CSc2nc(N)cc(N)n2)c(=O)n(C)c1=O
i,21,0.5,CCCc1cc2c(=O)c(-c3ccccn3)coc2cc1OC
i,x,1.6,Cc1cccc(C(=O)Oc2ccc(/C=N/NC(=O)c3cc(O)cc(O)c3)cc2)c1
i,2,1.2,COc1ccccc1OCC(=O)Nc1ccc(S(=O)(=O)Nc2onc(C)c2C)cc1
i,10,-0.3,N#Cc1cccc(Cn2cc(C(F)(F)F)ccc2=O)c1
i,1,-3.5,O=C(COC(=O)c1sc2ccccc2c1Cl)Nc1ncc(Cl)cc1Cl
i,13,-0.6,C(=C\c1nc(N2CCCC2)c2ccccc2n1)/c1ccccc1
i,34,-1.1,COCCN1C(=O)C(O)=C(C(=O)c2ccco2)C1c1cccc(Oc2ccccc2)c1 (stereo not given)
i,19,1.3,O=C(Nc1cccc(NC(=O)C2C3CC4OC(=O)C2C4C3)c1)c1ccccc1 (stereo not given)
i,8,-0.5,C=CCSc1nnc(NC(=O)c2ccc(S(=O)(=O)NCC3CCCO3)cc2)s1 (stereo not given)
i,6,-0.8,O=C(CSc1nnc(Cc2ccccc2)o1)NCc1ccc2c(c1)OCO2
i,4,-1.2,COc1ccc(S(=O)(=O)NC(C)C(=O)NCc2ccncc2)cc1Cl (stereo not given)
i,21,-1.1,COC(C[C@@H](O)C[C@H](O)[C@H](C)OCc1ccccc1)OC
i,3,0.0,COC(=O)C1=C(C(=O)OC)SC(=C2C(=S)C(C)(C)N(C(=O)CC(C)C)c3ccccc32)S1
i,6,0.0,COc1ccc(S(=O)(=O)N(CCC#N)Cc2ccco2)cc1OC
i,16,-0.8,O=C1C2C3C=CC(CO)(O3)C2C(=O)N1c1ccc(-c2ccccc2)cc1 (stereo not given)
i,-2,-0.2,COC(=O)c1cc(C(=O)OC)cc(N2C(=O)CN=C2Nc2nc(C)cc(C)n2)c1
i,2,0.3,NCC12CC3CC(C1)CC(c1ccc(Br)cc1)(C3)C2
i,16,-2.0,Cc1ccc(Nc2nnc(SC3CCOC3=O)s2)c(C)c1 (stereo not given)
i,-4,-0.3,CC(C)CCNc1cc(=O)n(C)c(=O)n1C
i,28,5.1,Cc1cc2c(c(N)n1)c(=O)oc1ccccc12
i,11,-1.3,O=C(c1ccc(NS(=O)(=O)c2ccccc2)cc1)N1CCCC1

Compound profiles, as listed above.
Entry for CNC(=O)OC(C)CNS(=O)(=O)c1ccc(C)cc1 (stereo not given) : KCNQ2 block = i; OX1R antag = -4; STK33 inh = -0.9
Entry for COc1cccc(N2C(=O)C(c3ccccc3)=C(c3nc4ccccc4s3)C2NC(C)=O)c1 (stereo not given) : KCNQ2 block = i; OX1R antag = 53*; STK33 inh = -0.8
